Screening data deposited in PubChem BioAssay by Fisher Drug Discovery Resource Center.
mcGAS inh: mouse cGAS inhibition by luminescence | Q8C6L5 | recombinant cGAS, Kinase-Glo ATP depletion luminescence | inhibition, % at 12.5 µM | hit rate 0.15% among 160,000 | AID 1259399;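 further: 0% = negative control wells and 100% = reference inhibitor with no enzyme activity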
NPYLR7 ag: mosquito NPYLR7 agonism; HEK293T NPYLR7/Galpha15, GCaMP6s calcium fluorescence; activation, % at 10 µM; hit rate 0.15% among 270,000; AID 1259423; in the data active means activation above about 40%;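 further: 0% = vehicle and 100% = reference agonist at the receptor; some compounds past the cut are filed as inactive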
hcGAS inh: human cGAS inhibition; Q8N884; recombinant h-cGAS, ATP depletion, Kinase-Glo luminescence; inhibition, % at 12.5 µM; hit rate 0.081% among 290,000; AID 1259398;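 further: 0% = vehicle reaction and 100% = reaction without DNA for no activity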
Target sequence (Q8N884 whole entry, looked up): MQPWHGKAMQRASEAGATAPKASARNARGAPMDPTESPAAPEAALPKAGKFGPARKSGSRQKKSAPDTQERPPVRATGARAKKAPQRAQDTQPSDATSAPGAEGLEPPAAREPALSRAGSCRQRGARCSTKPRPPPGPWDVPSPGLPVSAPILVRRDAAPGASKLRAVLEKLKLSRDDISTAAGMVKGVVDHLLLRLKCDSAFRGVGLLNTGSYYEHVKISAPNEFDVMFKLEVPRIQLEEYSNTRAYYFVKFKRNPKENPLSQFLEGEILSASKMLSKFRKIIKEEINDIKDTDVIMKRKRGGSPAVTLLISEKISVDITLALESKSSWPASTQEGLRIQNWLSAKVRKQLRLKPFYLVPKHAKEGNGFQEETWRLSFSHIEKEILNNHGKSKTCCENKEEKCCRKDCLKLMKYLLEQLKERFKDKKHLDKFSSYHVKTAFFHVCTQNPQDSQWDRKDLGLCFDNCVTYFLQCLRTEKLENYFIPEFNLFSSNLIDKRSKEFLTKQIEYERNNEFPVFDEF
An asterisk follows results filed as active; & = joins results of further samples. Unless noted, no stated cut-off is given here; in the data, active means inhibition above about 40%; inactive means the rest.

`CCCSc1nnc2c(n1)OC(c1cccc(C)n1)Nc1ccccc1-2` (centres undefined) gave mcGAS inh -2, NPYLR7 ag 10 and hcGAS inh -2.
Screening Cc1nc(C(=O)N2c3ccccc3N(C)CCC2C)ccc1C#N (centres undefined) returned mcGAS inh -17, NPYLR7 ag 4 and hcGAS inh -8.
COCCOCCCNC(=O)C(C)c1c(Cl)cccc1Cl (centres undefined) was read as NPYLR7 ag 1 and hcGAS inh -6.
Screening Cc1ccc(NC(=O)CC(=O)NCc2nnc3n2CCC3)c(C)c1 returned mcGAS inh -11, NPYLR7 ag 0 and hcGAS inh -6.
CCCn1c(O)c(N=NC(=O)c2ccncc2)c2ccccc21 was read as mcGAS inh -4, NPYLR7 ag 9 and hcGAS inh -3.
Screening O=C(NCCSc1c[nH]c2ccccc12)Nc1c[nH]c2ccccc12 returned mcGAS inh -7, NPYLR7 ag 2 and hcGAS inh -5.
Screening O=C(NCc1cccc(CN2CCCC2=O)c1)c1ccc(Cl)cc1Cl returned NPYLR7 ag 4 and hcGAS inh -7.
Screening CCc1cccc(NC(=O)N(CCOC)Cc2ccc(OS(=O)(=O)c3ccc(F)cc3)cc2)c1 returned mcGAS inh -6, NPYLR7 ag 0 and hcGAS inh -3.
Screening COc1ccc(C(=O)N2CCC3(CC2)OCC(C(=O)NCc2cccnc2)N3C(=O)c2ccc(F)cc2)cc1 (centres undefined) returned mcGAS inh 1, NPYLR7 ag 6 and hcGAS inh 2.
Cc1cc(=O)nc2sc(N3CCN(C(=O)C(NS(=O)(=O)c4cccs4)C(C)C)CC3)nn12 (centres undefined) was read as NPYLR7 ag 2 and hcGAS inh 8.
Cc1c(C(=O)N(C)Cc2cccc(Cl)c2)sc2nc3n(c(=O)c12)CCC3 was read as mcGAS inh -7, NPYLR7 ag 3 and hcGAS inh -4.
For CN(CC(=O)Nc1ccccc1)C(=O)c1csc2cncn12 the results were NPYLR7 ag 1 and hcGAS inh -2.
For O=C(Nc1ccccc1)N1CCCC(OCc2ccc(OC(F)(F)F)cc2)C1 (centres undefined) the results were mcGAS inh -4, NPYLR7 ag -3 and hcGAS inh -6.
CNC(=O)C1CCCN1C(=O)c1nnn(-c2cccc3ncccc23)c1C (centres undefined) was read as NPYLR7 ag 5 and hcGAS inh -8.
CN(CCNC(=O)CC12CC3CC(CC(C3)C1)C2)S(C)(=O)=O was read as mcGAS inh -12, NPYLR7 ag -5 and hcGAS inh -4.

The list goes on; it opens with the two that closed the last part.
CNC(=O)C1CCCN1C(=O)c1nnn(-c2cccc3ncccc23)c1C (centres undefined) was read as NPYLR7 ag 5 and hcGAS inh -8.
CN(CCNC(=O)CC12CC3CC(CC(C3)C1)C2)S(C)(=O)=O was read as mcGAS inh -12, NPYLR7 ag -5 and hcGAS inh -4.
COc1ccc(C2=NN(C(=O)CCC(=O)O)C(c3cccs3)C2)cc1 (centres undefined) was read as mcGAS inh -5, NPYLR7 ag -1 and hcGAS inh -2.
For Cc1ccc(NC(=O)NC2CCN(c3ccccc3C(=O)NCc3cccnc3)CC2)cc1 the results were mcGAS inh -5, NPYLR7 ag 19 and hcGAS inh -5.
`COc1ccc(OC)c(NC(=O)Nc2ccc(Nc3cc(OC(C)C)nc(C)n3)cc2)c1` gave NPYLR7 ag 6 and hcGAS inh -2.
For O=C(CCc1nc2c(F)cccc2[nH]1)N1CCCC1 the results were NPYLR7 ag -25 and hcGAS inh -5.
Cc1cc(C)cc(-n2nnc3c(=O)n(Cc4cccnc4)cnc32)c1 was read as mcGAS inh -6, NPYLR7 ag 20 and hcGAS inh -2.
Screening O=C(Cn1cccnc1=O)N1CCC(c2cc(Cc3ccccc3)[nH]n2)CC1 returned mcGAS inh -17, NPYLR7 ag 5 and hcGAS inh -6.
For CC(C(=O)ON=C(N)c1ccncc1)c1ccc([N+](=O)[O-])cc1 (centres undefined) the results were mcGAS inh -7, NPYLR7 ag -2 and hcGAS inh -6.
Screening CCn1ncc2ccc(NC(=O)NCC(C)c3ccccc3)cc21 (centres undefined) returned NPYLR7 ag 3 and hcGAS inh -5.
For CC1CN(c2ccccc2)CCN1Cc1ccc(CN(C)S(C)(=O)=O)o1 (centres undefined) the results were NPYLR7 ag 2 and hcGAS inh -3.
CCCC(NC(=O)c1ccc[n+]([O-])c1)c1ccccc1 (centres undefined) was read as NPYLR7 ag 7 and hcGAS inh -9.
Screening Cc1cc(NC(=O)C(=O)N2CCN(CCOc3ccc(Cl)cc3)CC2)no1 returned NPYLR7 ag 0 and hcGAS inh 0.
CCOC(=O)c1ccc(N=c2oc3c(OC)cccc3cc2-c2nc3ccccc3[nH]2)cc1 was read as mcGAS inh -6, NPYLR7 ag -1 and hcGAS inh -3.
Screening CN(Cc1c(F)cccc1Cl)c1nc(C(F)(F)F)nc2ccccc12 returned NPYLR7 ag -1 and hcGAS inh -1.
Screening CCOC(=O)CCC(=O)NCc1ccc2[nH]c3c(c2c1)CCCC3 returned mcGAS inh -6, NPYLR7 ag 11 and hcGAS inh -4.
For CC(SCc1ccccc1)C(=O)N1CCNC1=O (centres undefined) the results were NPYLR7 ag 8 and hcGAS inh -4.
`CC(=O)Nc1cccc(-c2ccc(C(=O)N3CCCC3)cn2)c1` gave mcGAS inh -11, NPYLR7 ag -7 and hcGAS inh 0.
O=C(Cn1cnc2c(nnn2Cc2ccccc2F)c1=O)N1CCCc2ccccc21 was read as NPYLR7 ag 8 and hcGAS inh -5.
For COC(=O)CCC(=O)N1CCN(c2nc3nccc(-c4cccs4)n3n2)CC1 the results were mcGAS inh -6 and hcGAS inh -7.
For CC(NC(=O)C1(c2cccc(Cl)c2)CC1)c1ccc(N2CCN(C)CC2)cc1 (centres undefined) the results were NPYLR7 ag 0 and hcGAS inh -1.
`COc1cc(CNCc2cc(Br)ccc2OC)cc(OC)c1` gave mcGAS inh 1, NPYLR7 ag -7 and hcGAS inh 2.
Screening CCCCOc1ccccc1C(=O)N1CCC(N2CCCC2=O)CC1 returned NPYLR7 ag 5 and hcGAS inh -6.
For CC1(C)OCC(CNC(=O)c2ccc(SC(F)(F)F)cc2)O1 (centres undefined) the results were NPYLR7 ag -7 and hcGAS inh -8.
Screening CCN(CC)C(=O)CCNC(=O)c1c[nH]c2ccc(OC)cc12 returned NPYLR7 ag 0 and hcGAS inh 6.
For CCC1(CC)CCN(C(=O)c2nnc(COC)o2)C1 the results were NPYLR7 ag 9 and hcGAS inh -10.
Screening NC(=S)Cc1nc2ccccc2[nH]1 returned NPYLR7 ag 1 and hcGAS inh -6.
`CNc1nn(CC(=O)Nc2cc(C)ccc2OC)c(N)c1-c1nc(-c2ccccc2)no1` gave mcGAS inh -6 and hcGAS inh -5.
CN1CCCc2cc(CNC(=O)C3CC3c3cccnc3)ccc21 (centres undefined) was read as NPYLR7 ag 8 and hcGAS inh -6.
For O=C(O)c1ccc(NS(=O)(=O)c2ccccc2F)cc1 the results were mcGAS inh 1, NPYLR7 ag -3 and hcGAS inh 0.
COCCNC(=O)COc1coc(CN2CCN(Cc3ccccc3)CC2)cc1=O was read as mcGAS inh 3, NPYLR7 ag -1 and hcGAS inh 14.
`CC1(CC(=O)NNC(=O)C(CC(=O)O)NCc2ccco2)OCCO1` (centres undefined) gave NPYLR7 ag 0 and hcGAS inh -4.

Quoted at random: 3 compounds from above
Screening CCN(CC)C(=O)CCNC(=O)c1c[nH]c2ccc(OC)cc12 returned NPYLR7 ag 0 and hcGAS inh 6.
For O=C(O)c1ccc(NS(=O)(=O)c2ccccc2F)cc1 the results were mcGAS inh 1, NPYLR7 ag -3 and hcGAS inh 0.
COCCNC(=O)COc1coc(CN2CCN(Cc3ccccc3)CC2)cc1=O was read as mcGAS inh 3, NPYLR7 ag -1 and hcGAS inh 14.

(listing goes on)
`Cc1ccc(N2CCCS2(=O)=O)cc1NC(=O)C(=O)NCc1cccnc1` gave NPYLR7 ag 3 and hcGAS inh -3.
CN(Cc1ccccc1)C(=O)CCC1CCN(C(=O)CCOc2ccccc2)CC1 was read as NPYLR7 ag 8 and hcGAS inh -6.
For CN(CCc1ccccc1)C1(C(=O)NC2CCCOC2)Cc2ccccc2C1 (centres undefined) the results were NPYLR7 ag 6 and hcGAS inh -12.
For FC(F)(F)c1ccc(CNCC2CC(c3ccc(Cl)c(Cl)c3)=NO2)cc1 (centres undefined) the results were mcGAS inh -6, NPYLR7 ag 0 and hcGAS inh -1.
Screening O=C(Cc1ccc(-c2ccccc2)cc1)N1CCCC(O)C1 (centres undefined) returned mcGAS inh -4, NPYLR7 ag 3 and hcGAS inh 0.
CCc1ccc[n+](C2=C(c3c(CC)[nH]n(-c4ccccc4)c3=O)C(=O)N(CC(C)C)C2=O)c1 was read as mcGAS inh -5, NPYLR7 ag 1 and hcGAS inh -7.
For Cc1nc(-c2ccc(OCC(C)C)c(C#N)c2)sc1C(=O)O the results were NPYLR7 ag -1 and hcGAS inh -3.
For COc1ccccc1N1CCN(C(=O)c2csc(CSc3nnc(-c4ccco4)n3-c3ccccc3F)n2)CC1 the results were mcGAS inh -5, NPYLR7 ag -3 and hcGAS inh -18.
Screening O=C(O)CSc1nnc(Cc2ccccc2F)n1-c1ccccc1Cl returned NPYLR7 ag 7 and hcGAS inh -8.
`CCC1CCCCN1C(=O)c1nn2c(C(F)(F)F)cc(-c3ccco3)nc2c1Cl` (centres undefined) gave mcGAS inh -2, NPYLR7 ag -2 and hcGAS inh -2.
Screening Clc1ccc2c(c1)CCc1cccnc1C2=C1CCNCC1 returned NPYLR7 ag -3&7 and hcGAS inh -4&-1.
COc1ccc(-n2c(C)c(C)n3c4c(=O)[nH]c(=O)n(C)c4nc23)c(OC)c1 was read as mcGAS inh -9, NPYLR7 ag 3 and hcGAS inh 5.
Screening CCC(C)N(Cc1cccc(OS(C)(=O)=O)c1)C(=O)Nc1ccc(C(C)C)cc1 (centres undefined) returned mcGAS inh -6, NPYLR7 ag -3 and hcGAS inh -8.
`CNC(=O)Cc1ccccc1NC(=O)NC1CC(C)CCC1C(C)C` (centres undefined) gave NPYLR7 ag 2 and hcGAS inh -6.
CC1=NN(CC(=O)NC(c2nccn2C)C(C)C)CC1 (centres undefined) was read as NPYLR7 ag 16 and hcGAS inh -5.

The final three records of the section before are carried over, then new ones follow.
Screening CCC(C)N(Cc1cccc(OS(C)(=O)=O)c1)C(=O)Nc1ccc(C(C)C)cc1 (centres undefined) returned mcGAS inh -6, NPYLR7 ag -3 and hcGAS inh -8.
`CNC(=O)Cc1ccccc1NC(=O)NC1CC(C)CCC1C(C)C` (centres undefined) gave NPYLR7 ag 2 and hcGAS inh -6.
CC1=NN(CC(=O)NC(c2nccn2C)C(C)C)CC1 (centres undefined) was read as NPYLR7 ag 16 and hcGAS inh -5.
For CCSc1nc(=O)n(CCO)c2c1CCCC2 the results were mcGAS inh -9, NPYLR7 ag -7 and hcGAS inh -8.
COc1ccc(-c2cc3cc(OC)c(OC)cc3c[n+]2C(C)C(=O)O)cc1 (centres undefined) was read as NPYLR7 ag 8 and hcGAS inh 1.
For CN1CCC(=NNc2c([N+](=O)[O-])cc(C(F)(F)F)cc2[N+](=O)[O-])CC1 the results were mcGAS inh -2, NPYLR7 ag 5 and hcGAS inh -7.
For CN(C)c1ccccc1C(=O)N1Cc2cnc(C(C)(C)C)nc2C1 the results were mcGAS inh -8 and hcGAS inh -7.
For O=C(NC1CCN(c2ccccc2C(=O)N2CCc3ccccc3C2)CC1)c1ccc(C(F)(F)F)cc1 the results were mcGAS inh -6, NPYLR7 ag 26 and hcGAS inh -6.
`COCCN(CC1CCN(Cc2ccccc2OC)CC1)C(=O)C=C(C)C` gave NPYLR7 ag 13 and hcGAS inh -9.
`CCOC(=O)C1CCCN(C(=O)c2coc(CN(Cc3ccc4c(c3)OCO4)Cc3cc(OC)ccc3OC)n2)C1` (centres undefined) gave mcGAS inh -6, NPYLR7 ag 12 and hcGAS inh -3.
Cc1noc(C(C)C)c1C(=O)NCCc1ccc(Cl)s1 was read as NPYLR7 ag 0 and hcGAS inh -3.
`CN1CCN(c2cc(-c3cc(C(F)(F)F)cc(C(F)(F)F)c3)nc3ccnn23)CC1` gave mcGAS inh -2, NPYLR7 ag 0 and hcGAS inh -3.
COc1cc(OC)cc(OS(=O)(=O)c2c(C)cc(C)cc2C)c1 was read as NPYLR7 ag 8 and hcGAS inh -7.
Screening CCOc1ccc(NC(=O)NCc2nnc(SCc3cccc(OC)c3)n2-c2ccc(C)cc2)cc1 returned mcGAS inh -6, NPYLR7 ag -2 and hcGAS inh -8.
Screening CC1CCCCN1CCCNC(=O)c1ccc(CSc2nc(Cl)cc(N3CCOCC3)n2)cc1 (centres undefined) returned mcGAS inh -3, NPYLR7 ag 9 and hcGAS inh 0.
O=C(NCCn1ncc2c(=O)n(Cc3ccccc3)cnc21)c1ccco1 was read as mcGAS inh 1, NPYLR7 ag -1 and hcGAS inh 0.
Screening CC(C)C(=O)N1CCCC1(C)C(=O)Nc1ccc(-n2cccc2)cc1 (centres undefined) returned mcGAS inh -8, NPYLR7 ag 4 and hcGAS inh -16.
Screening CC(=O)c1c(-c2ccc(Cl)cc2)c2ccccc2n(C)c1=O returned NPYLR7 ag -9 and hcGAS inh -5.
For CNc1cncc(-c2ccc(CN(C)C)cc2)n1 the results were NPYLR7 ag 6 and hcGAS inh -13.

Entries shown so far with a nitro group on carbon:
For CC(C(=O)ON=C(N)c1ccncc1)c1ccc([N+](=O)[O-])cc1 (centres undefined) the results were mcGAS inh -7, NPYLR7 ag -2 and hcGAS inh -6.
For CN1CCC(=NNc2c([N+](=O)[O-])cc(C(F)(F)F)cc2[N+](=O)[O-])CC1 the results were mcGAS inh -2, NPYLR7 ag 5 and hcGAS inh -7.
